High-throughput results from PubChem.
CRE-bla Fsk: modulators of forskolin-stimulated CRE signaling in CHO cells; Potency, µM (titrated, usually from 38.2 µM), without a hit: top-dose activity change, negative = inhibition, hits mostly activators; CHO CRE-bla reporter (cAMP response element driving beta-lactamase), forskolin EC10, beta-lactamase ratio; AID 662; 71,000 tested, 2.5% active; active = well fitted activation curve with a large enough effect in the signal ratio, with a control signal flat, not every such curve was filed as active; inconclusive = small, poorly fitted or top-dose-only effect, or effect the other way, or a change in a side signal; the % refers to the signal ratio; also: potency is read from the fitted curve at half-maximal effect; % of control where 0% means no effect
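Modulation of forskolin signalling: compounds in titration series added with EC10 NKH 477 to CHO cells carrying a CRE-driven beta-lactamase reporter, 3 h, 37C. CCF4 FRET ratio (460/530 nm, ex 405 nm) gives %activity and AC50.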
DNA Pol III inh: DNA polymerase III holoenzyme inhibition | reconstituted DNA polymerase III holoenzyme replication, biochemical | Potency, µM (series often up to 57.1 µM), for the others: at the highest dose activity change, negative = inhibition | 71,000 tested, 0.25% active | AID 603; also: potency is read from the fitted curve at half-maximal effect; % is scaled to controls: 0 for no effect and ±100 for the full control effect
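Reconstituted *E. coli* holoenzyme (0.35 nM Pol III, 1 nM beta, 154 nM SSB, 2 nM primase) was preincubated with compound for 15 min at RT. Synthesis on 1.4 nM ssM13Gori ran 35 min, then was stopped with PicoGreen/EDTA and read as dsDNA fluorescence.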
ERK AVP block: vasopressin-driven ERK pathway inhibition; 72,000 tested, 0.99% active; HEK293-V1b, vasopressin-stimulated pERK AlphaScreen; Potency, µM (highest dose often 57.5 µM), without a hit: top-dose activity, negative = inhibition, hits mostly inhibitors; AID 995; also: potency is read from the fitted curve at half-maximal effect; % is scaled to controls: 0 for no effect and ±100 for the full control effect; nearly all actives have a fitted effect of over 55% in size
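HEK293 cells stably expressing V1b receptor, seeded overnight in 1% FBS, were treated with compounds for 30 min at 37C, then stimulated 5 min with 25 nM vasopressin; phospho-ERK read by AlphaScreen SureFire after lysis.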
Texas Red fluor: Texas Red region autofluorescence | Compound fluorescence, Texas Red channel, 547/618 nm; stronger effect = higher value | 59,000 tested, 0.06% active | max dye-equivalent concentration, M; in the data active = max dye-equivalent concentration above about 10 nM; inconclusive = between about 1.1 nM and that limit
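Compound titrations in 100 mM Tris pH 8.0 were incubated 15 min at room temperature and read at 547 nm excitation / 618 nm emission. Texas Red six-point standard curve on each plate converted fluorescence to dye-equivalent concentration.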
FLuc inh: firefly luciferase inhibition; 72,000 tested, 2.2% active; AID 411; P08659; Potency, µM (titrated, usually from 57.1 µM), for the others: at the highest dose activity change, negative = inhibition, usual class: inhibitors; purified firefly luciferase, luminescence, 8 min; also: potency is read from the fitted curve at half-maximal effect; % is scaled to controls: 0 for no effect and ±100 for the full control effect; nearly all actives have a fitted effect of over 40% in size
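Inhibition of light generation by firefly luciferase from ATP and luciferin was profiled with concentration-response curves per sample, ATP held at 10 uM within the enzyme's linear range. Plates were read by luminescence after an 8-minute ambient incubation.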
HADH2 inhib: blocks human hydroxyacyl-CoA dehydrogenase type II; Q99714; recombinant HADH2, NADH fluorescence, beta-hydroxybutyryl-CoA; Potency, µM (titrated, usually from 57.1 µM), for inactives: top-dose activity change, negative = inhibition, most hits filed as inhibitors; 73,000 tested, 3.4% active; AID 886; also: potency is read from the fitted curve at half-maximal effect; % is scaled to controls: 0 for no effect and ±100 for the full control effect; nearly all actives have a fitted effect of over 60% in size; many of its hits are not listed in these tables
Target sequence (Q99714 whole entry, looked up, one chain of several): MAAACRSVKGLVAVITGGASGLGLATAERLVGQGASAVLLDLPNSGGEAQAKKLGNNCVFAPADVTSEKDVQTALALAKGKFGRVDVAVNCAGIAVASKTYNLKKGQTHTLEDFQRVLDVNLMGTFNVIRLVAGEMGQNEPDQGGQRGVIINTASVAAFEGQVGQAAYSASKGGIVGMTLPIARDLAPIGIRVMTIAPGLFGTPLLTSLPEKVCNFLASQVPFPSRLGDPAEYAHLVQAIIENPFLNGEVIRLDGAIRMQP
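Activity measured as NADH fluorescence gain (360/450 nm), taken as the change between first and last reads of a 4-min kinetic run. Conditions: pH 9.0 Tris buffer, 20 nM E. coli-expressed His-tagged enzyme, 1 mM NAD+, 90 uM beta-hydroxybutyryl-CoA; 15-min compound preincubation.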
ALOX15 inhib: 15-hLO (ALOX15) enzyme inhibition; P16050; purified 15hLO-1, xylenol orange hydroperoxide absorbance; Potency, µM (highest dose often 57.1 µM), without a hit: at the highest dose activity change, negative = inhibition, actives largely listed as inhibitors; 74,000 tested, 1.4% active; also: potency is read from the fitted curve at half-maximal effect; % is scaled to controls: 0 for no effect and ±100 for the full control effect; nearly all actives have a fitted effect of over 55% in size
Target sequence (P16050 whole entry, looked up): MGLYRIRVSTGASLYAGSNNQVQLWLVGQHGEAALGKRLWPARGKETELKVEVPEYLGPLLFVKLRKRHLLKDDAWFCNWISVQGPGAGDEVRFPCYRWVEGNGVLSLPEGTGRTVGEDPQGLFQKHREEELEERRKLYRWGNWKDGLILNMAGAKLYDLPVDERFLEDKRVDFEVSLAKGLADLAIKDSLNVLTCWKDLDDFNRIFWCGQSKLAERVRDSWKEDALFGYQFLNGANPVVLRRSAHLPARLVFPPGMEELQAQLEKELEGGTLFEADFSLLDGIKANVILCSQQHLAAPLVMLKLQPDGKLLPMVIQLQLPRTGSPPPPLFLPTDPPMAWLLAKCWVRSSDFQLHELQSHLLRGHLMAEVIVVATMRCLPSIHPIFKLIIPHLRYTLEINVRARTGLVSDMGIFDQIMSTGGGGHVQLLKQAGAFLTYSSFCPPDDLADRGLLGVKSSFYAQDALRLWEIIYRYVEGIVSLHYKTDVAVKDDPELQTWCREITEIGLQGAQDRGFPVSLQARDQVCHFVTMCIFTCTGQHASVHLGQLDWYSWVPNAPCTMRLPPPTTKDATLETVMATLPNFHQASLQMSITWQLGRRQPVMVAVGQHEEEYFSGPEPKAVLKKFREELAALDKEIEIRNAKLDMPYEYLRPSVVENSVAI
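Quantitative HTS in 25 mM Hepes pH 7.5 containing 0.01% Triton X-100: human 15hLO-1 at 40 nM, arachidonic acid at 50 uM, 6 min turnover. Product quantified via ferrous oxidation/xylenol orange, 573:405 nm absorbance ratio.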
Hsp90 Hop PPI: changes Hsp90-Hop TPR2A binding signal, up or down. AlphaScreen TPR2A-His6 binding biotin-Hsp90 C-terminal peptide. Potency, µM (series often up to 57 µM), for the others: at the highest dose activity change, negative = inhibition. 71,000 tested, 0.44% active; active = well fitted curve in either direction with a large enough effect; inconclusive = small, poorly fitted or top-dose-only effect, or another doubt; also: potency is read from the fitted curve at half-maximal effect; % is scaled to controls: 0 for no effect and ±100 for the full control effect; many of its hits are not listed in these tables
Tau fil binding: tau filament binding | P10636 | recombinant tau filaments, thioflavin S fluorescence, 15 h; filaments grown with octadecylsulfate alongside compound | Potency, µM (doses to about 57.1 µM), for inactives: at the highest dose activity change, negative = inhibition | 71,000 tested, 2% active;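 also: potency is read from the fitted curve at half-maximal effect; % is scaled to controls: 0 for no effect and ±100 for the full control effect; actives lower thioflavin S fluorescence by blocking filaments or displacing dye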
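ThS-based fibril read: tau 1 uM final, inducer ODS 30 uM final, 37 C for 15 h, ex 450/em 510 nm.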
HBB splice mod: hemoglobin beta splicing modulation; Potency, µM (series often up to 46.1 µM), inactives show at the highest dose activation, actives largely listed as activators; 65,000 tested, 0.06% active; HBB splicing reporter cell assay, activation; EGFP reporter with mutant IVS2-654 intron; response scale: normalised to 500 nM splice-correcting PNA; also: potency is read from the fitted curve at half-maximal effect; 0% is about no effect
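Compounds were applied for 2 days to HeLa EGFP-654 cells, 500/well in Optimem with 2% FCS. The reporter's EGFP is disrupted by mis-splicing of beta-globin intron IVS2-654. Readout: summed well GFP fluorescence from 488 nm laser scanning; reference was 500 nM antisense […] 654 PNA.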
Rhodamine fluor: compound fluoresces in the rhodamine spectral region. Rhodamine-region fluorescence, 547/598 nm, Tris buffer; stronger effect = higher value. max dye-equivalent concentration, M. 59,000 tested, 0.05% active; in the data active = max dye-equivalent concentration above about 11 nM; inconclusive = between about 1.1 nM and that limit
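qHTS spectral profiling of compounds without any target or enzyme present, in pH 8.0 Tris buffer; plates were read after a 15-minute room-temperature incubation using the rhodamine-region filter set.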
The depositor's hits bear a star; i = inactive; ? = inconclusive; . = not tested or not shown; [ ] = another dose, or the depositor's remark. Unless noted, calls follow the shape of the dose curve; as a rule, active = well fitted curve in the direction sought with a large enough effect; inconclusive = small, poorly fitted or top-dose-only effect, or another doubt; inactive = no such curve, though single readings can be large; an effect the other way counts as inactive or inconclusive. Some of the compounds tested, so the mix of outcomes need not match the whole.

Each structure is followed by: ERK AVP block	ALOX15 inhib	FLuc inh	Hsp90 Hop PPI	Tau fil binding	HBB splice mod	HADH2 inhib	CRE-bla Fsk	DNA Pol III inh	Rhodamine fluor	Texas Red fluor
#1 Cc1cccc(N2CCN(S(=O)(=O)c3ccc4c(c3)CCC(=O)N4)CC2C)c1 (stereo not given)
 : 26%	-5%	2%	?	-7%	-0.6%	18%	?	-3%	i	i
#2 Cn1c(C(=O)NCCN2CCOCC2)cc2c(=O)n(C)c3ccccc3c21
 : -11%	?	-2%	-3%[2.3 µM]	21%	-0.2%	?	?	-14%	.	.
#3 O=C(NC(NCCCN1CCOCC1)(C(F)(F)F)C(F)(F)F)C1CCCCC1
 : -7%	-11%	-2%	-8%	-2%	-1.4%	3%	1%	-5%	i	i
#4 CCCCOC(=O)C1[C@H]2C(=O)N(c3ccccc3CC)C[C@]23C=C[C@H]1O3 (stereo not given in full)
 : -2%	0%	1%	0%	-13%	0.6%[57.5 µM]	12%	11%	1%	i	i
#5 COc1cc(C(=O)Nc2ccc3c(c2)C(=O)N(CCC(=O)O)C3=O)cc(OC)c1OC
 : -29%	1%	-4%	-4%	-12%	0.7%	1%	13%	-1%	i	i
#6 Cc1cc(C)n2ncc(C(=O)NCc3cccnc3)c2n1
 : -6%	-1%	2%	-2%	-2%	-1.5%	-170%	18%	-1%	i	i
#7 Cc1ccccc1NC(=O)Cn1cccc1
 : ?	-2%	2%	0%	5%	0.2%	0%	-7%	3%	i	i
#8 COC(=O)c1ccc(N2C(=O)CC(N3CCOCC3)C2=O)cc1 (stereo not given)
 : 0%	-5%	1%	-1%	11%	-0.8%	-1%	-5%	-5%	.	.
#9 Cc1c(NC(=O)c2cnn3c(C(F)(F)F)cc(-c4ccco4)nc23)c(=O)n(-c2ccccc2)n1C
 : ?	2%	1%	-5%	?	0.0%[9.22 µM]	10%	23%	6%	.	.
#10 COc1cccc(NS(=O)(=O)c2ccc(OC)c(OC)c2)c1
 : -26%	3%	0%	-4%	1%	1.2%	-3%	?	1%	i	i
#11 O=C(CSc1ncn[nH]1)Nc1ccc(Cl)c(Cl)c1
 : ?	4%	4%	0%	-1%	-1.3%	-6%	?	-2%	i	i
#12 Cc1cc(Oc2ccccc2)nc(-c2ccccc2)n1
 : 70%[activator]	-1%[11.4 µM]	-3%	?	10%[11.4 µM]	-3.4%[0.0738 µM]	-4%[11.4 µM]	?	3%[11.4 µM]	.	.
#13 Cc1cc(C(F)(F)F)nc(SCC(=O)Nc2cc(C)on2)n1
 : -2%	5%	0%	1%	9%	-3.4%	5%	8%	-2%	.	.
#14 Cc1cc(-n2c(C)cc(C(=O)CSc3nnc4sc5ccccc5n34)c2C)no1
 : -2%	4%	1%	-2%	4%	-0.1%	13%	?	1%	i	i
#15 CCCCCOC(=O)C1=C(C)N(C)C(=O)NC1c1cc(Br)c(O)c(OC)c1 (stereo not given)
 : -8%	-18%	1%	-4%	10%	.	1%	?	-5%	i	i
#16 CCSc1nc(=S)n(CC)c(C)c1C(C)=O
 : -24%	1%	0%	-5%	-1%	1.4%	-15%	?	5%	i	i
#17 CN1C(=O)SC(Nc2ccccc2C(=O)O)C1=O (stereo not given)
 : 2%	7%	3%	-1%	5%	.	54%[activator]	-3%	-5%	i	i
#18 CC(=O)NC1(c2cccc(F)c2)CCN(C(=O)Nc2ccc(C#N)cc2)CC1
 : -4%	6%	1%	-1%	9%	0.8%	2%	-8%	1%	i	i
#19 COCC(=O)N1CCC2(CCCN(Cc3nccs3)C2)CC1
 : 15%	1%	3%[11.4 µM]	-2%	5%	3.9%	3%	0%	1%	i	i
#20 COCCN1C(=O)c2oc3cc(C)c(C)cc3c(=O)c2C1c1ccc(O)cc1 (stereo not given)
 : 2%	-2%	1%	0%	13%	1.0%[1.84 µM]	-4%	24%	5%	i	i
#21 COC(=O)c1ccc(NCC(=O)c2ccccc2)cc1
 : 34%	-4%	7.9µM*	-5%	-8%	0.3%	9%	?	3%	i	i
#22 CCCCCCN(C(=O)CCCCCN1C(=O)NC(c2ccc(Cl)cc2)C(C(=O)OCc2ccccc2)=C1C)C(C(=O)NCCCC)c1ccc(OCC(=O)OC)c(C(=O)OC)c1 (stereo not given)
 : 16%	?	.	-3%	48%	-1.3%	-8%	1%	0%	.	.
#23 Cc1ccc(NC(=O)NC2CCCCC2)cc1Cl
 : 6%	1%	-4%	-4%	28%	-0.2%	5%	3%	0%	i	i
#24 CC(COc1cccc2ccccc12)CN1CCN(C)CC1 (stereo not given)
 : 1%	-27%	0%	-3%	-18%	4.8%	-24%	-17%	-4%	i	i
#25 Cc1ccccc1CSc1ncc(C#N)c(N)n1
 : 15%	-4%	3%	3%	-22%	6.5%[1.84 µM]	-2%	?	2%	i	?
#26 Cc1cc(NC(=O)CSc2nnc(C3CC3)n2N)no1
 : 1%	8%	-1%	1%	-5%	-0.7%	2%	-14%	-2%	i	i
#27 Nc1nc(N)nc(CC(=O)O)n1
 : -14%[11.5 µM]	0%[11.4 µM]	3%[11.4 µM]	-1%[11 µM]	-4%[11.4 µM]	2.8%[9.22 µM]	-8%[11.4 µM]	-6%[7.6 µM]	-2%[11.4 µM]	i	i
#28 COC(=O)c1ccccc1NS(=O)(=O)c1ccc(O)c(C(=O)O)c1
 : -17%	-2%	4%	-2%	-11%	4.0%	5%	-7%	-3%	i	i
#29 CC(C)c1nnc(NC(=O)C2CCCN2S(=O)(=O)c2ccc(Cl)cc2)s1 (stereo not given)
 : -1%	-4%	2%	-2%	-14%	.	10%	-10%	-3%	i	i
#30 COc1cccc(-c2nc(NCc3ccccc3)c3ccccc3n2)c1
 : ?	-24%	-10%[2.29 µM]	-7%	-5%	1.0%	-8%	-14%	2%	i	i

Entries of single compounds from above. Order of values: ERK AVP block | ALOX15 inhib | FLuc inh | Hsp90 Hop PPI | Tau fil binding | HBB splice mod | HADH2 inhib | CRE-bla Fsk | DNA Pol III inh | Rhodamine fluor | Texas Red fluor
COC(=O)c1ccc(NCC(=O)c2ccccc2)cc1 is listed with 34% | -4% | 7.9µM* | -5% | -8% | 0.3% | 9% | ? | 3% | i | i
Nc1nc(N)nc(CC(=O)O)n1 is listed with -14%[11.5 µM] | 0%[11.4 µM] | 3%[11.4 µM] | -1%[11 µM] | -4%[11.4 µM] | 2.8%[9.22 µM] | -8%[11.4 µM] | -6%[7.6 µM] | -2%[11.4 µM] | i | i
CC(COc1cccc2ccccc12)CN1CCN(C)CC1 (stereo not given) is listed with 1% | -27% | 0% | -3% | -18% | 4.8% | -24% | -17% | -4% | i | i
Cc1cc(NC(=O)CSc2nnc(C3CC3)n2N)no1 is listed with 1% | 8% | -1% | 1% | -5% | -0.7% | 2% | -14% | -2% | i | i
Cc1ccccc1CSc1ncc(C#N)c(N)n1 is listed with 15% | -4% | 3% | 3% | -22% | 6.5%[1.84 µM] | -2% | ? | 2% | i | ?

Next section
Each structure is followed by: ERK AVP block	ALOX15 inhib	FLuc inh	Hsp90 Hop PPI	Tau fil binding	HBB splice mod	HADH2 inhib	CRE-bla Fsk	DNA Pol III inh	Rhodamine fluor	Texas Red fluor
#31 COc1cc2[nH]c3c(N4CCC(C(N)=O)CC4)ncnc3c2cc1OC
 : -11%	-11%	-3%	0%	12%	-4.4%[57.5 µM]	-12%	?	-3%	i	i
#32 N#CC1=C(N)Oc2n[nH]c(-c3ccccc3)c2C1c1cccnc1 (stereo not given)
 : 24%	-20%	2%	0%	-4%	-3.5%	?	9%	-5%	i	i
#33 Cc1csc(NC(=O)CSc2nc(C)nc3c2c(=O)n(C)c(=O)n3C)n1
 : .	-5%	3%	0%	-12%	0.8%	5%	1.6µM*	-7%	.	.
#34 CC1(C)CC(=O)C2=C(C1)OC(N)=C(C#N)C2Cc1ccccc1 (stereo not given)
 : -21%	-2%	-2%	-4%	-8%	0.4%[9.22 µM]	-4%	8%	2%	.	.
#35 CC1CCC(C(C)C)C(OC(=O)COC(=O)c2ccc(=O)[nH]c2)C1 (stereo not given)
 : -21%	-3%	0%	-6%	6%	-0.4%[57.5 µM]	2%	4%	-6%	i	?
#36 COc1cccc(N2C(=O)C3CCCN3C2c2ccc(N(C)C)cc2)c1 (stereo not given)
 : -10%	4%	-2%	-5%	-12%	0.7%	-11%	-3%	2%	.	.
#37 CCOC(=O)N1CCN(C(=O)c2ccc3c(c2)N(CC)CCS3)CC1
 : 5%	-2%	2%	-5%	-19%	-0.4%	-8%	-10%	-2%	.	.
